CRFR2-BP ag: CRF-BP/CRF-R2 complex agonism; HEK293 CRF-R2/CRF-BP, calcium dye fluorescence (FLIPR); percent of saturating CRF peptide response; activation, % at 13.2 µM; hit rate 0.46% among 350,000;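 active = activation of at least 50%, plus an integration ratio under a set limit after plate pattern correction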;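 note: plate controls were neutral control wells without compound for no effect and CRF at EC100 for full effect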
MEKK3 PB1 HTS: raises or lowers MEK5 binding to the human MEKK3 PB1 domain | Q99759 | bead-based flow cytometry, Alexa488-MEK5 binding to MEKK3; actives lie on both sides; 0 = blocked by unlabeled MEK5, 100 = vehicle | binding response (% of control), % at 10 µM | hit rate 1.4% among 290,000 | AID 1529;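 active = binding response more than 3 SD above or below the average of its plate-row segment, actives on both sides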;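 note: Alexa488 bead fluorescence after subtracting the streptavidin-only scavenger bead signal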
GalR3 antagonist: blocks the human galanin receptor 3 | O60755 | HEK293 GalR3-CNG cAMP membrane potential fluorescence; galR3 body fused to GalR1 C-terminus | inhibition, % at 3 µM | hit rate 0.44% among 360,000 | AID 651719;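 active = inhibition above the screen-wide average plus 3 SD, cut at about 13% in these data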;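 note: forskolin and galanin both at EC90 stimulate the cells; cAMP rise reported by CNG channel membrane potential dye signal; 0% = forskolin plus galanin with DMSO and 100% = forskolin alone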
p-CIP stab down: p/CIP protein destabilization. decrease of EGFP signal, % at 10 µM. Q05BA5. F442A p/CIP-EGFP cells, EGFP fluorescence, 16 h. hit rate 0.01% among 290,000;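 active = EGFP signal decrease of at least 30% at 10 µM or well 3 SD below plate mean, unless failing retest; inactive = the rest, including hits failing retest or dose response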; note: some compounds called inactive have numbers as strong as hits; many of its hits are not listed in these tables
Target sequence (Q05BA5 1-1403): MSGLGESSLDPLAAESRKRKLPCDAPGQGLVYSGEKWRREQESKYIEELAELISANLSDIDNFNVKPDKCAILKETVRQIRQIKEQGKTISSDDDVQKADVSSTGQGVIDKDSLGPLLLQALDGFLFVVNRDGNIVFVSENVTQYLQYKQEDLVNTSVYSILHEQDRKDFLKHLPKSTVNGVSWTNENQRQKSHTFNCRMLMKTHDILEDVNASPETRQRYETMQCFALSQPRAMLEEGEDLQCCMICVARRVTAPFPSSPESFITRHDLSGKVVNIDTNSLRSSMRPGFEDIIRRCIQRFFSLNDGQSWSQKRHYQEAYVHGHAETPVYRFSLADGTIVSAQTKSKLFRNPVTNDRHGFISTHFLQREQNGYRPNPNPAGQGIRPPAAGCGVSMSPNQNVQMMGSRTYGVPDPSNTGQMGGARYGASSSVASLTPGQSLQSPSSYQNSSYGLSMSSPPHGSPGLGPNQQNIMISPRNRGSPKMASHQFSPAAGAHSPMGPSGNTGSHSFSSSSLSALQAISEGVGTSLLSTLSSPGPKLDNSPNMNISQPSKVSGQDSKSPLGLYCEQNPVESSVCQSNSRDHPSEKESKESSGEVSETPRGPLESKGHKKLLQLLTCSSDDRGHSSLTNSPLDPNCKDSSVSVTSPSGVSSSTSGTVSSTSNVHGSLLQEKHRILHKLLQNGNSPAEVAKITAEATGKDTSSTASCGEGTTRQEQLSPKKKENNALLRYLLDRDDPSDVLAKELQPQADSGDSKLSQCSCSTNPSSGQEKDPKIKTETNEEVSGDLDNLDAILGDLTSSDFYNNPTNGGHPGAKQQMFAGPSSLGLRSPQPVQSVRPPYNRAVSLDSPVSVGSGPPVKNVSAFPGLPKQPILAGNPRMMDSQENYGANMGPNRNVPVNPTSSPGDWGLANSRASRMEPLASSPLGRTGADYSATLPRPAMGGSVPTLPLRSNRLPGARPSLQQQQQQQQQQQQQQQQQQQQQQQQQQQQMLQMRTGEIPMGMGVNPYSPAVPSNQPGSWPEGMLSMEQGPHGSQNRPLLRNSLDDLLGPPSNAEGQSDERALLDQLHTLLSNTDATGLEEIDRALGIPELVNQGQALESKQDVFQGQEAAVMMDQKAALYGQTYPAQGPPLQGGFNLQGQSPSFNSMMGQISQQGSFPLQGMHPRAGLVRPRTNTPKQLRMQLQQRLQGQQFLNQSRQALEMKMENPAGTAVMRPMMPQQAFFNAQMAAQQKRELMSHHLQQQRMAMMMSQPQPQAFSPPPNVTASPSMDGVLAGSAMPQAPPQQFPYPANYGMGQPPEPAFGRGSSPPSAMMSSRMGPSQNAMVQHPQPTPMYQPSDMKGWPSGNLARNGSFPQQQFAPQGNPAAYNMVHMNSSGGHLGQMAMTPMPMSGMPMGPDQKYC
IDE cell inh: inhibits human insulin-degrading enzyme in HEK cells | hit rate 0.41% among 320,000 | FAbetaB cleavage, fluorescence polarization | inhibition, % at 5.59 µM | P14735;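 active = percent inhibition above the average of all tested compounds plus 3 SD, set per screening campaign, cut at about 16% in these data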;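 note: IDE supplied by intact live HEK cells; FP after avidin binding of uncleaved biotin substrate so inhibition keeps polarization high; 0% = DMSO wells and 100% = 60 µM reference IDE inhibitor Ii1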
PHOSPHO1 block: PHOSPHO1 (human) inhibition; AID 1565; inhibition, % at 13.3 µM; hit rate 1.1% among 290,000; recombinant PHOSPHO1, absorbance phosphatase assay; Q8TCT1; in the data active = inhibition above about 60%
CRFBP-R2 block: blocks CRF-induced signaling of the CRF-BP/CRF-R2 complex; HEK293 CRF-R2/CRF-BP, CRF-induced calcium fluorescence; inhibition, % at 11.8 µM; hit rate 0.59% among 350,000;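 active = inhibition of the ligand-induced calcium signal above about 50% at the single tested concentration, limit read from the data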
IDE cell activ: boosts human insulin-degrading enzyme activity in HEK cells; hit rate 0.073% among 340,000; P14735; FAbeta-B cleavage, fluorescence polarization; 0% vehicle, 100% cell-free pure enzyme wells; activation, % at 5.96 µM; AID 493087;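 active = activation above the mean of all tested compounds plus 3 SD, set per screening campaign, cut at about 17% in these data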
M4 PAM: potentiates acetylcholine response at human M4 receptor; activation, % at 3 µM; hit rate 0.4% among 360,000; CHO-K1 hM4/Gqi5, Fluo-8 calcium fluorescence, ACh EC20; 0% = ACh EC20, 100% = maximal ACh; P08173;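 active = activation above its plate's cutoff, the mean activation of sample wells plus 3 SD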; note: some results filed as inactive read as strong as hits
* = called active by the depositor; . = not tested or not shown; & = joins results of further samples. No enrichment for hits; 4.2% or so of the library scored in one or more.

no.	CRFR2-BP ag	MEKK3 PB1 HTS	GalR3 antagonist	p-CIP stab down	IDE cell inh	PHOSPHO1 block	CRFBP-R2 block	IDE cell activ	M4 PAM	Compound
1	-0.8	.	-5.4	.	2.7	.	-7.8	0.2	-2.6	CC1(C)C(=O)Nc2ccccc2N1C(=O)COC(=O)COc1cccc(C(F)(F)F)c1
2	0.2	97.0	4.2	5.9	-3.5	6.2	6.0	-9.2	-1.4	Cc1cc(C)n(-c2n[nH]c(=O)c3ccccc23)n1
3	-0.3	109.0	1.4	-12.2	-4.9	36.9	-10.5	1.3	4.4	O=C(O)CCCC(=O)N1CCOCCOCCOCCOCC1
4	-2.2	105.0	0.2	-3.4	-0.5	-7.4	-14.1	1.8	6.5	CCOC(=O)c1cccc(NC(=O)CNC(=O)C2CCCCC2)c1
5	0.1	105.0	-5.8	-2.4	-1.8	31.1	0.1	2.8	-4.5	CCOC(=O)C1(CCc2ccccc2)CCN(C(=O)c2occc2C)CC1
6	0.8	.	-7.8	.	.	.	34.4	-3.7	-6.9	O=C1OC(Sc2ccccc2)(c2ccccc2)c2ccccc21 (stereo unspecified)
7	-0.8	.	-6.1	.	-1.5	.	-4.7	1.8	2.5	CC(=O)c1ccc(OCC(=O)OC(C)C(=O)NC2CCCCC2C)cc1 (stereo unspecified)
8	2.2	.	4.7	.	1.0	.	6.7	6.7	6.5	CCN(c1ccccc1)S(=O)(=O)c1ccc(OC)c(NC(=O)c2ccc(=O)[nH]c2)c1
9	-0.4	102.0	-1.8	-10.0	1.0	24.1	0.6	5.2	-5.4	NC1=NC(c2cccc(Cl)c2)N(CCc2ccc(F)cc2)C(N)=N1 (stereo unspecified)
10	-0.2	93.0	-8.5	-29.4	0.7	44.5	-8.0	-0.2	1.7	OCC1(Cc2cccc(Cl)c2)CCCN(Cc2cn[nH]c2C2CCCCC2)C1 (stereo unspecified)
11	0.5	98.0	-9.0	1.5	-3.9	-141.6	-1.4	-2.3	-6.7	O=C(Oc1ccccc1C(=S)N1CCOCC1)c1cccc([N+](=O)[O-])c1
12	-2.5	106.0	-2.0	-6.5	-1.7	-4.4	-16.8	.	-0.5	O=c1c2ccccc2ncn1-c1ccc(Cl)cc1Cl
13	0.4	.	.	.	1.1	.	-40.9	8.8	-4.3	CC(C)(C)NC[C@H](O)COc1cccc2c1CCCC2=O
14	0.1	98.0	-3.7	-8.3	1.3	12.7	-6.4	2.1	-1.2	Cc1ccc(NC(=O)CCNS(=O)(=O)c2ccc3[nH]c(=O)oc3c2)cc1C
15	0.7	97.0	0.6	0.9	2.9	15.5	0.8	-6.4	8.9	Cc1nn(C)c(C)c1S(=O)(=O)NCc1cccs1
16	-1.2	96.0	4.8	-8.2	1.8	16.3	4.1	6.3	11.8	CC(C)[C@H](NC(=O)Nc1cccc(C(F)(F)F)c1)C(=O)O
17	-1.4	106.0	-8.2	4.3	-1.9	.	19.3	3.9	-5.3	COc1cccc(CNc2ncc(C(=O)Nc3cc(OC)c(OC)c(OC)c3)c(C)n2)c1
18	-0.9	107.0	-5.2	-10.7	0.2	10.8	0.6	1.1	11.7	Cc1ccccc1NC(=O)COC(=O)CCc1nc2ccccc2c(=O)[nH]1
19	0.0	105.0	3.0	4.5	-4.5	4.2	-8.0	7.4	-11.9	CCOC(=O)C1CCCN(C(=O)c2cc(-c3ccc(C)cc3)nc3ccccc23)C1 (stereo unspecified)
20	-0.5	123.0	-0.6	0.1	8.1	45.9	8.0	1.7	-60.2	OC(CC#CCN1CCCC1)(c1ccccc1)c1ccccc1
21	-2.3	.	-1.4	.	.	.	4.8	-3.9	10.0	Cn1c(=S)sc2ccc3ccccc3c21
22	0.2	104.0	0.5	-5.4	2.1	-1.3	8.1	3.5	-1.3	Cc1ccc(CC2C(=O)N(c3ncccn3)C(=O)C2C)cc1 (stereo unspecified)
23	4.3	77.0	0.3	-15.1	-1.7	-2.3	11.4	-0.6	-4.7	COc1ccc(OC)c(N2C(=O)CC(Cc3cc(C)cc(C)c3)C2=O)c1 (stereo unspecified)
24	-0.9	105.0	5.1	-1.5	-4.0	8.3	-9.2	3.9	4.8	Nc1nc(SCC(=O)Nc2cccc(S(=O)(=O)N3CCCCCC3)c2)n[nH]1
25	-0.3	91.0	-4.0	-12.0	-2.6	-99.9	-4.1	0.1	-11.9	CCCCNC(=S)NNC(=O)c1c(C)nc2ccccn12

From compound 21 as far as 25, as listed above:
no.	CRFR2-BP ag	MEKK3 PB1 HTS	GalR3 antagonist	p-CIP stab down	IDE cell inh	PHOSPHO1 block	CRFBP-R2 block	IDE cell activ	M4 PAM	Compound
21	-2.3	.	-1.4	.	.	.	4.8	-3.9	10.0	Cn1c(=S)sc2ccc3ccccc3c21
22	0.2	104.0	0.5	-5.4	2.1	-1.3	8.1	3.5	-1.3	Cc1ccc(CC2C(=O)N(c3ncccn3)C(=O)C2C)cc1 (stereo unspecified)
23	4.3	77.0	0.3	-15.1	-1.7	-2.3	11.4	-0.6	-4.7	COc1ccc(OC)c(N2C(=O)CC(Cc3cc(C)cc(C)c3)C2=O)c1 (stereo unspecified)
24	-0.9	105.0	5.1	-1.5	-4.0	8.3	-9.2	3.9	4.8	Nc1nc(SCC(=O)Nc2cccc(S(=O)(=O)N3CCCCCC3)c2)n[nH]1
25	-0.3	91.0	-4.0	-12.0	-2.6	-99.9	-4.1	0.1	-11.9	CCCCNC(=S)NNC(=O)c1c(C)nc2ccccn12

(cont.)
no.	CRFR2-BP ag	MEKK3 PB1 HTS	GalR3 antagonist	p-CIP stab down	IDE cell inh	PHOSPHO1 block	CRFBP-R2 block	IDE cell activ	M4 PAM	Compound
26	0.6	101.0	-0.3	9.7	1.5	24.9	-6.4	3.3	-7.0	O=C(OCCN(CCOC(=O)c1ccncc1)S(=O)(=O)c1cccs1)c1ccncc1
27	-1.6	97.0	-5.9	-7.2	2.5	49.9	30.6	-2.5	-1.4	CCOc1ccc(NC2OCC(O)C(O)C2O)c([N+](=O)[O-])c1 (stereo unspecified)
28	0.5	96.0	-6.8	-13.6	2.3	6.5	-4.9	3.9	-2.4	CC(C)[C@H](NC(=O)c1ccccc1F)C(=O)NCCc1ccccc1
29	0.4	.	-7.7	.	3.5	.	-4.7	2.4	-0.8&11.3	CCCCCCSc1cccc(-c2nc3cc(C)ccn3c2NCc2ccccc2)c1
30	-0.2	99.0	5.6	-9.9	1.3	-0.5	1.9	-0.6	-1.6	CC(=O)N1c2ccc(S(=O)(=O)N3CCC(C(=O)NC4CCCC(C)C4C)CC3)cc2CC1C (stereo unspecified)
31	-1.2	104.0	-8.6	2.4	4.5	-20.0	20.2	3.3	6.5	Cc1cc(NC(=O)CSc2nc(Cc3ccccc3)c(C)[nH]2)no1
32	0.9	.	-3.3	.	.	.	-10.9	5.4	11.7	Cc1nn(CC(=O)NC(C)C(C)C)c(C)c1S(=O)(=O)N1CCCCC1 (stereo unspecified)
33	0.6	102.0	1.8	-4.0	3.7	-39.9	-41.6	2.2	-3.1	COc1ccccc1-n1nc(C(=O)NCc2ccco2)c2ccccc2c1=O
34	160.1*	99.0	-0.7	1.8	-2.6	-9.8	15.7	-5.2	-4.5	Cc1ccccc1C(=O)NNC(=S)NC(=O)c1ccccc1
35	-0.4	97.0	-8.4	-7.2	3.6	6.4	10.4	0.1	-2.5	CC1CN(CCS(=O)(=O)c2cc(Cl)ccc2Cl)CC(C)O1 (stereo unspecified)
36	-2.6	104.0	-5.7	-2.6	2.5	1.5	-31.6	-20.4	1.1	CC(=O)Nc1sc(NC(=O)c2ccc(C)cc2)nc1-c1cccs1
37	-1.4	93.0	-5.7	-4.4	-0.2	-1.1	16.6	0.4	5.4	C[C@]12CCC3C(CC=C4C[C@@H](O)CC[C@@]43C)C1CCC2[C@]1(C)CCC(=O)O1 (stereo partly specified)
38	-0.8	101.0	-4.4	-1.0	3.2	0.6	-3.6	-1.1	-2.1	COCCNC(=O)CCC(=O)NNc1nc2ccccc2c2nc(-c3ccccc3)nn12
39	-0.9	104.0	-1.3	-2.3	4.3	18.5	15.1	1.5	3.2	COc1cccc(OC)c1CNC(=O)CCSCc1ccccc1F
40	0.6	97.0	-2.5	-4.2	3.4	20.0	-37.2	2.0	5.4	Cc1cc(C(F)(F)F)nc(SCCN2CCOCC2)c1C#N
41	-0.2	105.0	-4.0	-10.1	1.5	11.5	10.3	-2.5	0.4	O=S(=O)(Nc1cccc2c1ccc1cccn12)c1cccs1
42	-0.1	101.0	-7.8	4.9	1.6	-38.8	2.7	1.0	8.3	CCOC(=O)CCNC(=O)CCc1nnc(CCCc2ccccc2)o1
43	-0.4	102.0	-12.2	0.0	3.0	-26.4	3.7	2.2	-11.4	COCCn1c(C)cc(C(=O)CSc2cc(C)c3ccccc3n2)c1C
44	-0.4	103.0	-4.6	-23.5	8.8	4.2	0.5	6.8	-0.2	CCCCC1=NN2CCS(=O)(=O)N=C2S1
45	-1.1	102.0	-1.9	-3.3	2.3	14.2	8.6	3.6	4.9	CCC(C)(C)C1CCC(NC(=O)N2CCN(c3ccccc3O)CC2)CC1 (stereo unspecified)
46	1.3	108.0	-3.9	-2.3	-1.0	-7.3	3.5	1.6	-3.1	O=C(O)C(=O)/C(=C\c1ccc([N+](=O)[O-])cc1)c1ccc2ccccc2n1
47	0.0	107.0	0.2	-7.6	4.2	-13.3	4.1	4.0	-2.5	CCn1c(SCC(=O)Nc2nc(C)c(C)s2)nc2cccnc21
48	-4.6	101.0	-2.2	8.5	11.6	28.7	-4.1	-15.6	-19.1	Cc1cc(C(=O)N/N=C/c2ccc(OC(=O)c3ccccc3Br)cc2)n[nH]1
49	0.6	98.0	-7.9	-1.2	2.7	37.1	-3.1	-0.3	-9.7	CCOC(=O)C1(Cc2ccccc2)CCN(Cc2ccc(C3CCCCO3)s2)CC1 (stereo unspecified)
50	-1.9	104.0	-0.7	-6.5	-4.3	39.5	-10.0	-2.0	-5.6	CC(C)c1ccc(NC(=O)CCNS(=O)(=O)c2cc(Br)cnc2N)cc1
51	3.8	.	-5.3	.	9.5	.	110.5*	1.4	-1.3	Cc1ccc(NS(=O)(=O)c2ccc(C(=O)Nc3nncs3)cc2)cc1
52	-0.3	104.0	-4.5	-8.3	-0.4	46.0	-17.3	2.0	2.6	CCOc1cc(CN2CCCC(CNC(=O)c3ccc(F)cc3)C2)ccc1OC (stereo unspecified)
53	0.9	96.0	-2.2	12.7	6.7	12.3	-35.2	4.2	-3.5	Nc1nc(Nc2ccccc2F)nc(N2CCOCC2)c1[N+](=O)[O-]
54	-0.1	98.0	-1.8	-6.5	0.1	11.6	8.3	-0.9	-4.3	CCCCNC(=O)COC(=O)c1ccc(Cl)c(S(=O)(=O)N2CCCC2)c1
55	0.8	110.0	-2.8	-0.3	2.4	15.8	-27.4	5.5	0.8	Cc1ccc2c(Cl)c(C)c(N3CCCC3)nc2n1
56	0.2	99.0	-0.9	8.7	-0.6	-2.7	-6.9	1.7	11.9	CC(=O)Nc1ccc(/C(C)=N/NC(=O)C2CC2c2ccccc2)cc1 (stereo unspecified)
57	0.2	123.0	-6.7	-9.3	-0.6	32.3	-7.8	3.4	11.6	COc1cccc(N(CC(=O)Nc2cccnc2)S(C)(=O)=O)c1
58	-1.4	127.0	-0.6	-6.1	-1.6	37.1	-1.6	3.8	-4.8	N=c1ccn(Cc2ccc([N+](=O)[O-])cc2)cc1
59	-0.6	93.0	3.1	-0.5	0.4	26.3	-8.3	-1.2	-8.2	CCOC(=O)C1CCN(CC(O)COC(CC)c2ccccc2)CC1 (stereo unspecified)
60	0.8	.	-3.1	.	-5.1	.	-5.7	3.9	-4.2	CCCCc1nnc(NC(=O)c2ccc(S(=O)(=O)N3CCOCC3)cc2)s1

Screening data: PubChem, several laboratories
